Bioassay records as filed in PubChem.
OX1R antagonist – human HCRTR1 antagonism; 330,000 compounds, 0.43% hits; inhibition, % at 5 µM; CHO/OX1R cells, Fluo-8 calcium fluorescence, orexin A; O43613; AID 434989;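 active = inhibition above its plate's threshold, mean inhibition of all tested compounds on the plate plus 3 SD, cut at about 37% in these data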;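 also: 0% = orexin A challenge wells and 100% = SB-334867-A antagonist wells; not every result past the cut was called active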
Target sequence (O43613 whole entry, looked up): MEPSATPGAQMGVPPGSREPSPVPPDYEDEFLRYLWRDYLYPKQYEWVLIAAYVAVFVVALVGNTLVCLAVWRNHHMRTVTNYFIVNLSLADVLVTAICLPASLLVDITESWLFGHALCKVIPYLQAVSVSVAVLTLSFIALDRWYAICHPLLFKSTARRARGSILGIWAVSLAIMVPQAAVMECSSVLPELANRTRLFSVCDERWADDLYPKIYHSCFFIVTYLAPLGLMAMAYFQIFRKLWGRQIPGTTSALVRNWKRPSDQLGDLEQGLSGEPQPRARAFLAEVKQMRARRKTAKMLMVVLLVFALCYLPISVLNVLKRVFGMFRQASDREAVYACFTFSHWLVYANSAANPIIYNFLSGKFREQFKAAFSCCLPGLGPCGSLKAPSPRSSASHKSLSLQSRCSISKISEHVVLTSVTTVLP
CHT PAM – allosterically activates the human high affinity choline transporter; CHT-expressing cells, membrane potential dye, choline EC20; stronger effect = higher value; LV-AA mutant CHT in HEK293 cells; Q9GZV3; B-score at 10 µM; 310,000 compounds, 0.49% hits;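 active = initial fluorescence not abnormally high and integrated response B-score, plate-corrected, over 3 SD above library mean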
Target sequence (Q9GZV3 whole entry, looked up): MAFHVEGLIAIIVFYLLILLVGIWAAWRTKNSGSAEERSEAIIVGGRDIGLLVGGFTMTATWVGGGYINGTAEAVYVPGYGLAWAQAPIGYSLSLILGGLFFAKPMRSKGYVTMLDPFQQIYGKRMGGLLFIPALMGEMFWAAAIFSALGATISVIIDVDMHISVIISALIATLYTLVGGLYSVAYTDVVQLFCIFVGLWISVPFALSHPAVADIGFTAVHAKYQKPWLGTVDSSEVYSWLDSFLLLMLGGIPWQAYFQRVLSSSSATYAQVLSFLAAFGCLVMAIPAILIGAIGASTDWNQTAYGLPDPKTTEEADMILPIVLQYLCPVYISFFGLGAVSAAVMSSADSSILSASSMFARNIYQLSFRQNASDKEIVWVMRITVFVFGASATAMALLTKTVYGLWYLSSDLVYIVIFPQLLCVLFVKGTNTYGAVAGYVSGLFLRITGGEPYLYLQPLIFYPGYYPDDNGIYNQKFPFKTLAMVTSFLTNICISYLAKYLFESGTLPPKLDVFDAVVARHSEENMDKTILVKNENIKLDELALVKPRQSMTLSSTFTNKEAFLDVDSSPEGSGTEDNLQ
An asterisk follows results filed as active; i = inactive; / = not tested or not shown.

The opening 3 compounds, ahead of the listing:
Values run as follows: OX1R antagonist | CHT PAM
COc1ccc(CNCCCSc2ncccn2)cc1OC
    -26 | i
COc1ccc(NC(=O)OCCn2c([N+](=O)[O-])cnc2C)cc1
    8 | i
Cc1ccc(C(=O)OCn2nnc3ccccc3c2=O)cc1[N+](=O)[O-]
    11 | i

The list itself (from the top)
Values run as follows: OX1R antagonist | CHT PAM
COc1ccc(CNCCCSc2ncccn2)cc1OC
    -26 | i
COc1ccc(NC(=O)OCCn2c([N+](=O)[O-])cnc2C)cc1
    8 | i
Cc1ccc(C(=O)OCn2nnc3ccccc3c2=O)cc1[N+](=O)[O-]
    11 | i
Cc1ccc(-c2nn(-c3ccc(F)cc3)cc2C(=O)N2CCN(C3CCS(=O)(=O)C3)CC2)cc1 (configuration not stated)
    -14 | /
Cc1cc(OCC(=O)NCC2CCC(C(=O)O)CC2)c2c(C)c(Cc3ccccc3)c(=O)oc2c1 (configuration not stated)
    -17 | i
Cc1nnc(SCCN2CCOCC2)n1-c1cccc(Cl)c1
    -10 | i
O=C(NCCN1CCOCC1)c1cc(-c2cccc(Cl)c2)on1
    10 | i
Cc1ccccc1N1CCN(c2ccc(NC(=O)C3CCCCC3C(=O)O)cc2)CC1 (configuration not stated)
    -24 | i
O=[N+]([O-])c1ccc(-c2ccn[nH]2)o1
    -19 | i
CC1=C(OC(=O)c2ccccc2)C(C)(C)C(c2ccccc2)OC1=O (configuration not stated)
    -4 | i
CC(=O)N1CCc2cc(S(=O)(=O)NCCCN3CCN(Cc4ccccc4)CC3)ccc21
    -24 | i
NS(=O)(=O)c1cccc(NC(=O)COC(=O)c2ccccc2C(=O)c2ccccc2)c1
    -15 | /
Cc1ccc(/C=C/C(=O)Nc2ccc([N+](=O)[O-])c(NC(=O)/C=C/c3ccc(C)o3)c2)o1
    -2 | i
C=C(C)C(=O)Oc1ccc(N2C(=O)[C@@H]3C4C=CC(C4)[C@@H]3C2=O)cc1
    -26 | i
Cc1nn(-c2ccccc2)c(C)c1NC(=O)COC(=O)c1ccc(S(=O)(=O)C(F)F)cc1
    -31 | i
O=C(CCN1C(=O)C2C3C=CC(C3)C2C1=O)Nc1nccs1 (configuration not stated)
    -7 | i
CCCOc1ccc(C(=O)NCc2ccco2)cc1
    6 | i
Cc1[nH]c2ccccc2c1C(=O)NS(=O)(=O)Nc1ccccc1
    -2 | i
Cc1ccc(S(=O)(=O)N(C)C(=O)NC(=O)NS(=O)(=O)c2ccccc2)cc1
    1 | i
CCOc1ccc2nc(COC(=O)c3cccs3)c(C(C)=O)[n+]([O-])c2c1
    -30 | i
Cc1ccc(C)c(NC(=O)CN(C)C(=O)C2CCCC2)c1
    -16 | /
COc1ccc(NC(=O)/C=C/c2cccc(C(F)(F)F)c2)cn1
    -35 | i
COc1ccccc1-n1nnnc1SCC(=O)N(CC(C)C)C1CCS(=O)(=O)C1 (configuration not stated)
    / | i
COc1ccccc1C(=O)NCCCN1CCCC1=O
    -1 | i
COc1cc(CC(=O)O)ccc1OCc1ccccc1
    0 | i
CCN1CCN(C(=O)C2CC(=O)N(c3ccc(Cl)cc3)C2)CC1 (configuration not stated)
    -10 | i
COC(=O)/C(NC(C)=O)=C(\C)c1ccc(Cl)cc1
    -3 | i
CC(C)c1ccc(N)c(S(=O)(=O)O)c1
    4 | i
O=C(COc1cc2oc(=O)c3c(c2cc1Cl)CCC3)N1C[C@H]2C[C@@H](C1)c1cccc(=O)n1C2
    -25 | i
O=C(Nc1ccc(F)cc1)c1ccc(S(=O)(=O)NCC2CCCO2)cc1 (configuration not stated)
    -4 | i
COc1ccc(NC(=O)c2c[nH]c(=O)n(-c3ccc(C)c(C)c3)c2=O)cc1OC
    -35 | i
COc1cccc(CC2(CO)CCCN(S(=O)(=O)N(C)C)C2)c1 (configuration not stated)
    -24 | i
S=c1nc(-c2ccc(Br)cc2)[nH]c2ccccc12
    -25 | i
O=C1c2ccccc2[C@@H]2C[C@H]3O[C@H]3CCN12
    -12 | /
CC(C)CNC(=O)/C=C/C=C/CCCC/C=C/c1ccc2c(c1)OCO2
    -10 | /
C/C(CCc1oc2c(Br)cc(Br)cc2c1-c1ccc(C)o1)=N\O
    -5 | i
CCOc1ccc(NC(=O)CSc2nnc(-c3ccco3)n2C)cc1
    -31 | i
CCOc1ccc2nc(NC(=O)/C=C/c3ccc4c(c3)OCO4)sc2c1
    -15 | i
CC(=O)c1ccc(-c2nnc(CCC(=O)N(C)Cc3c(C)nc4ccccn34)o2)s1
    -11 | i
CNS(=O)(=O)c1ccc(C(C)(C)C)cc1
    -14 | i
COc1ccccc1N1CCN(c2ncnc3sc(C)c(-c4ccccc4)c23)CC1
    -52 | i
CCOc1ccccc1NC(=O)COC(=O)/C=C/c1cccs1
    7 | /
COCCN(C(=O)c1cc2c(s1)CCC2)c1c(N)n(CC(C)C)c(=O)[nH]c1=O
    -10 | /
Cc1cc(C)nc(SCc2cc(=O)c(OC(=O)c3ccc(Cl)c([N+](=O)[O-])c3)co2)n1
    -5 | i
O=C(COC(=O)c1ccccc1NS(=O)(=O)c1cccs1)NC1CCCCC1
    -4 | i

Sorted by the number under OX1R antagonist (falling): four of the compounds above
compound | OX1R antagonist
C/C(CCc1oc2c(Br)cc(Br)cc2c1-c1ccc(C)o1)=N\O | -5
CC(C)CNC(=O)/C=C/C=C/CCCC/C=C/c1ccc2c(c1)OCO2 | -10
CCOc1ccc2nc(NC(=O)/C=C/c3ccc4c(c3)OCO4)sc2c1 | -15
COc1ccccc1N1CCN(c2ncnc3sc(C)c(-c4ccccc4)c23)CC1 | -52

Additional entries
Values run as follows: OX1R antagonist | CHT PAM
COc1ccc(CCNC(=O)c2ccc(N(C)S(=O)(=O)c3ccccc3)cc2)cc1
    -15 | i
CCc1ccc(Nc2nnc(SCC(=O)N(C)C3CCS(=O)(=O)C3)s2)cc1 (configuration not stated)
    -26 | i
CCOc1ccc(S(=O)(=O)Nc2cccc(-c3ccc(N4CCCCCC4)nn3)c2)cc1
    -30 | i
COCCn1c(N)c(C(=O)c2cccc(S(=O)(=O)N3CCCCCC3)c2)c(=O)[nH]c1=O
    0 | /
CCC(=O)c1ccc(OCC(=O)OCC(=O)N2c3ccccc3NC(=O)C2(C)C)cc1
    -2 | i
CCSC1=N/C(=C\c2ccccc2)C(=O)N1c1ccc(OC)cc1
    -19 | i
CC1CC(=O)Nc2ccccc2N1S(=O)(=O)c1cccc(F)c1 (configuration not stated)
    -10 | i
O=[N+]([O-])c1cc([N+](=O)[O-])c(Oc2c(F)ccc(F)c2F)cc1NN1CCCCC1
    -9 | i
COc1ccccc1NC(=O)CCC(=O)N(Cc1ccc(OC)c(OC)c1)c1nccs1
    -33 | i
O=C(NCC1COc2ccccc2O1)C1C2C=CC3(CN(Cc4ccccc4Cl)C(=O)C13)O2 (configuration not stated)
    -43 | i
CC1=NNC(=O)C1Oc1ccccc1 (configuration not stated)
    8 | i
Cc1ccc(S(=O)(=O)NNC(=O)c2csnn2)cc1
    -5 | i
COc1cc(OC)cc(C(=O)NCC(=O)Nc2ccc(C)c(Cl)c2)c1
    -9 | i
O=C(COc1ccc(Cl)cc1Cl)NCCCN1CCOCC1
    -1 | i
CN1CCN(C(=O)/C(=C\c2ccccc2)c2ccccc2)CC1
    -5 | i
CC(C)C(C(=O)NCC1CCCO1)N(CC1CCCO1)C(=O)CNS(=O)(=O)c1ccccc1 (configuration not stated)
    -26 | i
O=C(COC(=O)c1ccccn1)NC1CCCCC1
    -9 | i
COc1ccccc1Cn1c(=S)[nH]c2cc(C(=O)NCCN3CCOCC3)ccc2c1=O
    -23 | i
CCOC(=O)CNc1nc(-c2ccncc2)nc2ccccc12
    -17 | i
O=C(CN1C(=O)C2CC=CCC2C1=O)Nc1nc(-c2ccc(F)c(F)c2)cs1 (configuration not stated)
    17 | /
OCCCCNCc1cc(Br)ccc1OCc1ccccc1
    -13 | i
CC(=O)Nc1cccc(Oc2ncccc2[N+](=O)[O-])c1
    1 | i
O=C(N/N=C/c1ccc(O)cc1)Nc1cccc2nsnc12
    13 | i
Cc1cc(=O)oc2c(C)c(OC(C)C(=O)N3CC[C@@]4(O)CCCC[C@H]4C3)ccc12 (some centres not stated)
    -22 | i
Nc1cc(=O)[nH]c(SCC(=O)NC2CCCc3ccccc32)n1 (configuration not stated)
    -6 | i
N#Cc1cc([N+](=O)[O-])ccc1N1CCCC1
    -8 | i
O=S(=O)(/N=C(/Nc1ccccn1)c1ccc(Cl)cc1)c1ccc(Cl)cc1
    -14 | i
Cc1c(Cl)cnc(NC(=O)COC(=O)c2ccc3c(c2)OCO3)c1Cl
    -17 | i
CC(=O)c1ccc(OCC(O)CN(C)Cc2cccs2)cc1 (configuration not stated)
    -23 | i
O=C1c2ccccc2C(=O)N1c1nc(-c2cccs2)cs1
    1 | i
Cc1nc2ccc(NS(=O)(=O)c3ccc(Br)cc3)cc2s1
    22 | /
CC(=O)Nc1ccc(NC(=O)COC(=O)/C=C/c2ccc3c(c2)OCO3)cc1
    -12 | /
O=C1NC(Cc2ccccc2)c2nc3cc(Cl)ccc3c(=O)n2-c2cc(Cl)ccc21 (configuration not stated)
    -28 | /
COc1ccccc1C(=O)NC(=O)COC(=O)CCS(=O)(=O)c1ccc(C)cc1
    -19 | i
COc1ccc(N(CC(=O)NCCC2=CCCCC2)S(=O)(=O)c2ccccc2)cc1
    -30 | i
O=C(COC(=O)CCC(=O)c1ccc(F)cc1)NCc1ccco1
    4 | i
C=CCSc1nnc(NC(=O)c2ccc(S(=O)(=O)NCC3CCCO3)cc2)s1 (configuration not stated)
    -17 | i
O=C(CSc1n[nH]c(=O)[nH]c1=O)N/N=C/c1ccccc1O
    -15 | i
NC(=O)c1ccccc1NC(=O)/C=C/C(=O)O
    -14 | i
O=C(NC1CC2CCC1C2)c1ccco1 (configuration not stated)
    0 | i
Cc1cc(-n2ccnc2)n2c(nc3ccccc32)c1C#N
    -9 | i
CCCc1cc(=O)[nH]c(SCC(=O)Nc2ccc3c(c2)CCC3)n1
    -11 | i
CCn1c(=S)sc2c(=O)n(-c3ccccc3)c(=S)[nH]c21
    -23 | i
CC(=O)N1CCN(c2ccccc2NC(=O)c2ccco2)CC1
    -28 | i
C[C@H]1[C@H](C)CC[C@]2(C)CC[C@]3(C)C(=CC[C@@H]4[C@@]5(C)CC[C@@H](O)[C@](C)(C(=O)O)[C@@H]5CC[C@]43C)[C@H]12
    -2 | i
COC(=O)c1ccc(CN2CCN(CCCc3ccccc3)C(CCO)C2)cc1 (configuration not stated)
    -24 | i
COc1ccc(NC(=O)C2CCN(C(=O)Nc3ccccc3)CC2)cc1S(=O)(=O)N(C)C
    -18 | /
CCOC(=O)c1c(N=CN(C)C)c(C#N)c2n1CCCC2
    -13 | i
COC(=O)c1ccc(NC(=S)N2CCN(C)CC2)cc1
    7 | i
CCCCOC(=O)Cn1c(=N)n(CCN(CC)CC)c2ccccc21
    -30 | i
Cc1ccc(Nc2nc(=O)c3cccnc3s2)cc1
    -4 | i
COC(=O)CN1C(=O)C(C)(C)Oc2ccc(C(=O)Nc3cccc(OC)c3)cc21
    -20 | i
CCN(C(=O)CSc1nc2ccc(OC)cc2[nH]1)C1CCS(=O)(=O)C1 (configuration not stated)
    -21 | i
Cn1c(=O)c2nc(-c3ccc(Cl)cc3Cl)oc2c2ccccc21
    -1 | i
CC(C)(C)n1nnnc1C(c1cccs1)N1CCN(Cc2ccccc2)CC1 (configuration not stated)
    -14 | i
CC(C)(C)OC(=O)N1CCC[C@H]1c1nnc(SCc2cccc(Cl)c2)o1
    -27 | i
CCSc1nc(-c2cccnc2)ccc1C#N
    -11 | i
CCOc1ccc(-c2cc(C(=O)N3CCC(C)CC3)c3ccccc3n2)cc1
    -30 | i
COc1ccc(NC(=O)c2ccc(NC(=O)c3ccncc3)cc2)cc1
    6 | i
COc1ccc(-n2cnnc2SC(C)C(=O)Nc2cccc([N+](=O)[O-])c2)cc1 (configuration not stated)
    -18 | i

(next part)
Values run as follows: OX1R antagonist | CHT PAM
CCC(NS(=O)(=O)c1cn(C)nc1C)c1ccccc1 (configuration not stated)
    -1 | i
O=[N+]([O-])c1cc(Cl)cc(/C=N/NC(=S)Nc2cc(S(=O)(=O)N3CCOCC3)ccc2Cl)c1O
    -24 | i
O=C(CC1NCCNC1=O)Nc1cc(Cl)cc(Cl)c1 (configuration not stated)
    0 | i
O=C(/C=C/c1ccccc1)NC(=O)c1ccccc1O
    -24 | i
O=C(NCc1ccco1)C1CCCCN1S(=O)(=O)c1ccc(F)cc1 (configuration not stated)
    -15 | i
COc1ccc(S(=O)(=O)NC(C)C(=O)NCc2ccco2)cc1OC (configuration not stated)
    -14 | i
O=C(CSc1ccccc1C(=O)NCCCN1CCCC1=O)NCc1ccco1
    -18 | i
CN1CCN(c2ccccc2NC(=O)c2ccc([N+](=O)[O-])cc2Cl)CC1
    -30 | i
COc1ccc(CN(C)CC(=O)Nc2ccccc2C(F)(F)F)cc1
    -24 | i
O=C(c1ccc(-n2ccnc2)cc1)N1CCCC(CO)(Cc2cccc(Cl)c2)C1 (configuration not stated)
    -11 | i
Cc1cccc(/N=C/c2ccccn2)n1
    -11 | i
Cc1cc(C(=O)CSc2nc(N)cc(=O)[nH]2)ccc1F
    -10 | i
NC(=O)CC1NC(=O)c2ccccc21 (configuration not stated)
    1 | i

2 of the compounds above, field by field.
O=C(NCCN1CCOCC1)c1cc(-c2cccc(Cl)c2)on1
- OX1R antagonist: 10
- CHT PAM: i

Cc1ccccc1N1CCN(c2ccc(NC(=O)C3CCCCC3C(=O)O)cc2)CC1 (configuration not stated)
- OX1R antagonist: -24
- CHT PAM: i
